Screening data from PubChem BioAssay.
Sm TGR inh – blocks Schistosoma mansoni thioredoxin glutathione reductase; purified TGR, DTNB reduction, TNB absorbance 405 nm; Potency, µM (doses to about 114 µM), for the others: top-dose activity change, negative = inhibition, actives largely listed as inhibitors; 3% of 360,000 active; note: potency is the fitted concentration of half-maximal effect; nearly all actives have a fitted effect of over 60% in size
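First, TGR (20 nM dispensed) and NADPH were mixed with compound. Second, a 15 min room-temperature incubation followed. Third, further NADPH and then DTNB were added to start the reaction. Finally, TNB absorbance was monitored kinetically.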
HCV inh – HCV inhibition | 3.4% of 340,000 active | Potency, µM (highest dose often 41.8 µM), for inactives: at the highest dose activity change, negative = inhibition, actives largely listed as inhibitors | AID 651820 | Huh7.5.1 HCVcc-Cre infection, luciferase reporter, 44 h; note: potency is the fitted concentration of half-maximal effect
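After 44 h co-culture of compound, cells and HCVcc-Cre (~0.5 moi), substrate is added for 15 min at room temperature and luciferase measured over 15 sec. Cells were seeded at 1,000/well and pre-cultured 4 h.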
HCMV inh – inhibitors of human cytomegalovirus. activity change, negative = inhibition, % at 57.5 µM. HFF cells, HCMV-luciferase reporter, 72 h; stronger effect = lower value. 4.5% of 410,000 active; in the data active = activity change below about -60%; inconclusive = no clear call, values can overlap the other calls; inactive = above about -39%
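Two compound doses tested in HFFs infected with HCMV-luciferase, MOI 1 PFU/cell, 72 h at 37C. Lysate luminescence read with OneGlo; data normalized against buffer-only and 10uM Salinomycin inhibitor controls.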
AmpC inh detg – inhibitors of E. coli AmpC beta-lactamase with detergent; AmpC hydrolysis of nitrocefin, absorbance 480 nm, 0.01% Triton; Potency, µM (top dose mostly 114 µM), inactives show at the top dose activity change, negative = inhibition, actives largely listed as inhibitors; 0.041% of 370,000 active;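 note: potency is the fitted concentration of half-maximal effect; 0% = no-compound wells and -100% = no-enzyme wells; nearly all actives have a fitted effect of over 25% in size; some results filed as inactive show a strong effect at the top dose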
Target sequence (P00811 whole entry, looked up): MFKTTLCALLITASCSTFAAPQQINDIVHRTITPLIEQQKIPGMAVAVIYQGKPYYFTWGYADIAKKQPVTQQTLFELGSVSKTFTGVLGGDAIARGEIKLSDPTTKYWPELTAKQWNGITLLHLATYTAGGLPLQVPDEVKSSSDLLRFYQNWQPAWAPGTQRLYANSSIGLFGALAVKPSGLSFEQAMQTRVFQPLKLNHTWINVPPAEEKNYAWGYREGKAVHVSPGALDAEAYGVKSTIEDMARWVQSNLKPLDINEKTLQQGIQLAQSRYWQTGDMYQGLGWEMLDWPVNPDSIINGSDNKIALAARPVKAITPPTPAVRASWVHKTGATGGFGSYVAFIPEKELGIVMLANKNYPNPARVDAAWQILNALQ
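20 mM phosphate pH 7.0 + 0.01% (detergent screen) or 0.0001% Triton X-100; 5.3 nM AmpC reagent; cpd preinc 15 min RT; nitrocefin (800 uM stock) to start; A480 q20 s × 4 min; Activity was normalised to no-enzyme and no-compound control wells.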
Giardia FBPA inh – blocks Giardia fructose-bisphosphate aldolase activity | purified Giardia FBPA | Potency, µM (highest dose often 59.6 µM), for inactives: top-dose activity, negative = inhibition, usual class: inhibitors | A8B2U2 | 0.71% of 290,000 active; note: potency is the fitted concentration of half-maximal effect; nearly all actives have a fitted effect of over 55% in size
Target sequence (A8B2U2 whole entry, looked up): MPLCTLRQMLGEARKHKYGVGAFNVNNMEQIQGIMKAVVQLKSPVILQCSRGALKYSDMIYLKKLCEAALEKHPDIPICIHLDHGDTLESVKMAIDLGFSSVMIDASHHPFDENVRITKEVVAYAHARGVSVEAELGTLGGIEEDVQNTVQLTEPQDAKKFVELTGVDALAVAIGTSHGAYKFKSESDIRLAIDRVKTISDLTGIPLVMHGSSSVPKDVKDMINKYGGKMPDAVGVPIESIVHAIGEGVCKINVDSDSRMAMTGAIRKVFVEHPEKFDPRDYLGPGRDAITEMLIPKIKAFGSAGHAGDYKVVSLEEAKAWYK
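40 nM FBPA preincubated 10 min at RT with compound (up to 57.5 uM final), then substrate plus GAPDH/TPI/NAD/arsenate coupling and diaphorase/resazurin added. Fluorescence read after 20 min at RT, 525/598 nm.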
AmpC inh no detg – blocks E. coli AmpC beta-lactamase in detergent-free assay | Potency, µM (doses to about 57.1 µM), inactives show top-dose activity change, negative = inhibition, usual class: inhibitors | P00811 | 0.52% of 330,000 active | AmpC nitrocefin hydrolysis, absorbance 480 nm, 0.0001% Triton;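 note: potency is the fitted concentration of half-maximal effect; plate controls were no compound for no effect and no enzyme for full effect; nearly all actives have a fitted effect of over 20% in size; some results filed as inactive show a strong effect at the top dose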
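20 mM phosphate pH 7.0 + 0.01% (detergent screen) or 0.0001% Triton X-100; 5.3 nM AmpC reagent; cpd preinc 15 min RT; nitrocefin (800 uM stock) to start; A480 q20 s × 4 min; Activity was normalised to no-enzyme and no-compound control wells.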
* marks the source's active call; other numbers are inactive results; ? = inconclusive; / = no result given; & = joins results of further samples; [ ] = remark or other dose. Unless noted, calls come from the whole dose curve; as a rule, active = well fitted curve in the direction sought with a large enough effect; inconclusive = small, poorly fitted or top-dose-only effect, or another doubt; inactive = no such curve, though single readings can be large; an effect the other way counts as inactive or inconclusive. Unless noted, % is set by controls: 0 for no effect and ±100 for the full control effect. Random draw from the library. Share with any hit: about 9.9%.

SMILES | Sm TGR inh | HCV inh | HCMV inh | AmpC inh detg | Giardia FBPA inh | AmpC inh no detg
Cc1c(CC(=O)N2CCC(C(N)=O)CC2)c(=O)oc2cc3c(cc12)CCC1(CCCCC1)O3 | -21% | -15% | -15 | ? | 16% | 275%[activator]
COc1ccc(C(=O)N2CCc3cc4c(cc3C2C)OCCCO4)cc1 (configuration not stated) | -17% | 1.6µM* | -8 | ? | -7% | 33%
Cc1c(N(C)S(=O)(=O)c2cc(C(=O)Nc3ccccn3)ccc2Cl)c(=O)n(-c2ccccc2)n1C | 21% | 2%[8.37 µM] | -7 | 2% | / | ?
O=C(Nc1ccc(Nc2ccncc2)cc1)c1ccc(Nc2ccnc3ccc([N+](=O)[O-])cc23)cc1[N+](=O)[O-] | ? | -28% | -23 | -10% | -8% | -19%
CC1=C(C(=O)OC(C)C)C(c2cccc([N+](=O)[O-])c2)n2c(cc(=O)[nH]c2=S)N1 (configuration not stated) | 1% | -4% | -22 | -16% | 20% | 35µM*
COc1ccc(Oc2ccc(/C=C/C(=O)c3ccc(O)cc3)cc2[N+](=O)[O-])cc1 | -7% | ? | -98* | ? | -6% | -40%
COc1cccc(CNc2nccs2)c1O | 66%[activator] | 25% | -23 | -4% | 4% | -13%
O=C(CN1CCOCC1)Nc1scc(-c2ccccc2)c1C(=O)N1CCOCC1 | -13% | 3% | -12 | -3% | -9% | 30%
Cc1cc(NC(=O)C(C)C)ncc1NC(=O)c1cccc(F)c1 | 0% | -14% | 19 | -6% | 2% | -9%
COC(=O)N(C)c1ccc(C(O)(C(=O)OC)C(F)(F)F)cc1 (configuration not stated) | 0% | 1% | -26 | -12% | 3% | -5%
CCOc1cc(C(=O)N/N=C\c2cn(CC)nc2C)cc(OCC)c1OCC | 0% | ? | -32 | -2% | 1% | 146%[activator]
O=C(CN1CCC(NC(=O)C2CC2)CC1)Nc1ccccc1[N+](=O)[O-] | 4% | ? | 3 | -1% | -15% | 28%
CC(=O)Oc1ccc(C(=O)O)c(OC(C)=O)c1 | 20% | -3% | 4 | 4% | 3% | -21%
CC(=O)Nc1ccc(S(=O)(=O)N2CCN(CCCOc3cc(C)ccc3C)CC2)cc1 | 8% | ? | -66* | ? | -9% | 105%[activator]
Cc1ccc(Nc2c(-c3ccccn3)nc3cccc(C)n23)cc1 | -20% | 6.3µM* | 0 | ? | -18% | 20%
c1ccc(N2CCN(c3ncnc4c3nc3n4CCCC3)CC2)cc1 | 4% | / | -68* | 14% | / | /
O=C1CCCCN1CCC(=O)N1CCCC(Nc2ccc(F)c(F)c2)C1 (configuration not stated) | -18% | 7% | -7 | 2% | / | -1%
O=C(COc1ccc(Cl)cc1)NCCc1csc(-c2ccc(C(F)(F)F)cc2)n1 | -4% | / | -39 | 6% | / | /
CS(=O)(=O)Nc1cccc(C2=NN(S(=O)(=O)c3ccccc3)C(c3cccs3)C2)c1 (configuration not stated) | 4% | 5% | 35 | 0% | -1% | -28%
Cc1cc(NC(=O)c2cccs2)ncc1NC(=O)c1cccc(F)c1 | / | -15% | 17 | 1% | -27% | -36%
Cn1c(=O)[nH]c(=O)c2c1nc(CN1CCOCC1)n2CCCc1ccccc1 | 3% | 1% | 27 | -12% | 7% | 1%
O=C(CNC(=O)N1CC(=O)Nc2ccccc21)Nc1cc(Cl)ccc1Cl | -3% | ? | -8 | -2% | -3% | -4%
CC1CCCC(NC(=O)COC(=O)CCc2ccccc2)C1C (configuration not stated) | 0% | 15% | 6 | -1% | 2% | 16%
CC(=O)c1ccc(NC(=O)C2=CC(c3cccs3)=NS(=O)(=O)N2C)cc1 | -3%&1% | -11% | 16&13 | 1%&20% | / | -41%
Nc1cccc(-c2cn3cc(C(F)(F)F)cc(Cl)c3n2)c1 | -3% | -28% | 132 | -9% | -2% | -10%

The last 4 compounds of the part above lead into the next:
SMILES | Sm TGR inh | HCV inh | HCMV inh | AmpC inh detg | Giardia FBPA inh | AmpC inh no detg
O=C(CNC(=O)N1CC(=O)Nc2ccccc21)Nc1cc(Cl)ccc1Cl | -3% | ? | -8 | -2% | -3% | -4%
CC1CCCC(NC(=O)COC(=O)CCc2ccccc2)C1C (configuration not stated) | 0% | 15% | 6 | -1% | 2% | 16%
CC(=O)c1ccc(NC(=O)C2=CC(c3cccs3)=NS(=O)(=O)N2C)cc1 | -3%&1% | -11% | 16&13 | 1%&20% | / | -41%
Nc1cccc(-c2cn3cc(C(F)(F)F)cc(Cl)c3n2)c1 | -3% | -28% | 132 | -9% | -2% | -10%
Cc1ccc(C)c(NC(=O)CSc2nnc(CNC(=O)c3cccs3)o2)c1 | 3% | 9% | 57 | 11% | 3% | 34%
CC(=O)NS(=O)(=O)c1ccc(NC(=S)NC(=O)c2ccco2)cc1 | 0% | 2% | 20 | -8% | -17% | -5%
Cc1cc(C(=O)Nc2sc3c(c2C#N)CCCC3)no1 | 3% | ? | 78 | -3% | -3% | -13%
O=C(Nc1cccc(C(F)(F)F)c1)c1cc(Br)cc2c1OCC2 | 5% | -14% | 21 | 4% | 0% | -19%
CCOc1ccc(C(C)NC(=S)NCc2ccc(F)cc2)cc1 (configuration not stated) | 5% | ? | ? | -2% | -10% | -16%
CCOC(=O)c1nn(-c2ccc(F)cc2)c(=O)cc1OCC(=O)Nc1cccc(C)c1 | 5% | 7% | -26 | 2% | / | -8%
CC1CCc2c(sc(NC(=O)CN3CCN(C(=O)c4ccco4)CC3)c2C#N)C1 (configuration not stated) | -8% | -19% | ? | ? | -1% | 99%[activator]
COc1ccccc1NC(=O)c1ccccc1S(=O)(=O)c1ccccc1[N+](=O)[O-] | 5% | 12% | ? | -10% | -1% | -29%
Cc1cc(C)c(NC(=O)c2ccc(S(=O)(=O)N(C)C)cc2)c(C)n1 | 11% | 5% | 40 | -13% | -5% | -5%
CCC(C)NC(=O)COc1ccc(Br)c(C)c1 (configuration not stated) | -8% | -9% | 3 | -5% | 3% | 10%
COc1cccc(Oc2coc3cc(OC(=O)N4CCOCC4)ccc3c2=O)c1 | / | ? | ? | ? | -2% | 46%
CCn1c(-c2cccnc2Cl)nc2cc(Cl)c(Cl)cc21 | 2% | -8% | 44 | ? | 24% | 48%
Cc1ccc(C(=O)CN2C(=O)NC3(CCCCCC3)C2=O)c(C)c1 | 4% | ? | 33 | ? | / | -9%
O=C(COc1ccccc1)Nc1ccc(OCc2cc(=O)n3ccsc3n2)cc1 | 6% | / | 4 | 9% | / | /
O=C(Nc1cccc2ccccc12)OCc1cncs1 | 11% | 1% | ? | 3% | 0% | -4%
NC(CO)C(O)c1ccc([N+](=O)[O-])cc1 (configuration not stated) | 7% | -2% | -6 | ? | 9% | -38%
Cc1onc(-c2ccccc2)c1CNS(=O)(=O)c1ccccc1 | -1% | 2% | -26 | 1% | 3% | -20%
CCN1C(=O)/C(=C\c2ccco2)C(C(=O)OC)=C1C | -3% | 13µM* | 27 | 3% | 1% | -8%
CC1=NN(c2ccc(C)c(C)c2)C(=O)/C1=C\C=C\c1ccc([N+](=O)[O-])o1 | 0% | 11µM* | -88* | 0% | -12% | -38%
Cc1ccc(/C=C/c2nnc(-c3ccc(C)cc3)o2)cc1 | 10% | 0% | -12 | -6% | / | -18%
COc1ccccc1CN1C(=O)c2ccncc2C1=O | 3% | 0% | -31 | -7% | 5% | -14%
O=C(CCN1C(=O)C2C3C=CC(C3)C2C1=O)Nc1ccccc1 (configuration not stated) | / | 25% | -4 | -2% | -1% | -3%
Cc1nn(Cc2c(F)c(F)c(F)c(F)c2F)c(C)c1NC(=O)c1nn(C)cc1[N+](=O)[O-] | -1% | / | -33 | 3% | 5% | 0%
COc1ccc(/C=N/Nc2nnc(Cc3ccc(OC)c(OC)c3)c(=O)[nH]2)cc1 | -5% | 1% | -68* | -7% | -7% | -11%
CC1CCc2c(sc3nnn(Cc4ccccc4Cl)c(=O)c23)C1 (configuration not stated) | 3% | / | -12 | 22% | / | /
COC(=O)[C@H](Cc1ccccc1)NC(=O)NCCc1ccc(F)cc1 | -6% | 15% | 13 | -7% | 1% | 2%
Cc1c(C(=O)NCCC2=CCCCC2)oc2ccc(S(=O)(=O)N3CCC4(CC3)OCCO4)cc12 | -13% | 13µM* | -27 | 0% | -1% | 73%[activator]
O=C(O)c1cc(-c2ccccc2)n(-c2ccccc2C(=O)O)n1 | 0% | 14% | -100* | 3% | -8% | -3%
CCC(C)c1ccc(O)c(NC(=O)c2cncc(Br)c2)c1 (configuration not stated) | 2% | ? | -39 | -3% | -6% | ?
CCOc1cc(CNc2ccccc2SC)ccc1O | 8.9µM* | -4% | / | -3% | ? | -58%
Cc1cccc(NC(=O)COc2ccc(Br)cc2/C=N/O)c1 | -2% | 35µM* | 24 | 2% | 1% | -4%
Cn1ncc2c(N3CCN(c4ccc(Cl)c(Cl)c4)CC3)ncnc21 | -1% | ? | -27 | 3% | 8% | 7%
CCOCCCn1cnc2c(c1=O)c1nc3ccccc3nc1n2-c1ccccc1 | -29% | -10% | 25 | ? | 0% | -11%
O=C(/C=C/c1ccco1)OCc1nnc(-c2ccc(Cl)cc2)o1 | 11µM* | -9% | -10 | 11% | 0% | 1%
O=C(Nc1ccc(CN2CCOCC2)cc1)c1cc(Cl)ccc1Cl | 1% | -13% | -14 | -18% | 11% | -43%
Cc1ccc(C2=NN(C(=S)Nc3ccccc3)C(c3ccco3)C2)cc1 (configuration not stated) | 6% | 10% | 132 | -11% | -6% | -37%
CCn1c(N)c(C(=O)NC2CCCCC2)sc1=S | -22% | 6% | -12 | -6% | -3% | -25%
O=C(O)[C@@H]1CSC2(CCSC2)N1 (some centres not stated) | ? | / | / | ? | ? | -9%
CC(C)NC(=O)C1CCN(Cc2cccc(Oc3ccccc3)c2)CC1 | 7% | -22% | 27 | -8% | ? | 24%
CCn1c(SCC(=O)NCc2ccccc2)nnc1-c1c[nH]c2ccccc12 | -36% | -29% | 14 | ? | 0% | -34%
CCCN(C(=O)c1c(C)oc2ncnc(N3CCOCC3)c12)c1ccc(Cl)c(Cl)c1 | -4% | / | -6 | 4% | / | /
CC(=O)c1cnc(Nc2cccc(Cl)c2Cl)s1 | / | 32%[activator] | 71 | 5% | 0% | -21%
O=c1[nH]c(COc2ccc(Br)cc2Cl)nc2ccccc12 | 2% | -9% | 108 | 3% | / | -43%
Cc1ccc(S(=O)(=O)N(CC(=O)NCc2ccco2)c2ccccc2C)cc1 | ? | 6% | -15 | 0% | / | -17%
Cc1cc(NC(=O)C2CC(=O)N(c3ccccc3)C2)no1 (configuration not stated) | 0% | 1% | 8 | -3% | 4% | -15%
